# High-throughput results (PubChem)
# EBV gp42 block: EBV gp42 inhibition; inhibition, % (tested at 21.74 µM); Fluorescence polarization binding assay, mP read-out; 220,000 compounds, 0.42% hits; Q1HVG2; in the data active means inhibition above about 50%
# Target sequence (Q1HVG2 whole entry, looked up): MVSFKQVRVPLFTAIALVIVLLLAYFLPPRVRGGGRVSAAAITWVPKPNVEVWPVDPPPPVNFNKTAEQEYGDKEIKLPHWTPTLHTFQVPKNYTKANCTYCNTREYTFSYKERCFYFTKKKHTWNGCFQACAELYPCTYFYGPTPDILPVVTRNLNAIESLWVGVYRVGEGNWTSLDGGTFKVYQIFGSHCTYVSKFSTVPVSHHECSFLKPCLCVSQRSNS
# PPC-1+TRAIL kill: PPC-1 cancer cell killing with TRAIL present. PPC-1 cells + TRAIL, ATPLite viability luminescence. cell killing (% activity), % at 4 µM. 220,000 compounds, 0.41% hits;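 active means cell killing above 50% in the first pass at 4 µM, then a duplicate retest at 5 µM averaging 50% or more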;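 further: plate controls were cells with TRAIL plus DMSO for no effect and medium-only wells lacking cells for full effect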
# TRPML3 ag: agonists of human TRPML3 channel; Q8TDD5; HEK293 TRPML3-YFP, Fluo-8 calcium fluorescence; 100% = the carbachol control signal; activation, % at 3 µM; 220,000 compounds, 0.29% hits; AID 1448;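 active means activation above its plate's cutoff, the mean activation of the plate's test wells plus 3 SD, cut at about 12% in these data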;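 further: 0% = DMSO only wells and 100% = carbachol wells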
#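 system = HEK293 cells stably carrying human TRPML3-YFP | doses = one concentration, 3 µM nominal, 0.3% DMSO | timing = dye loading 1 h 37 °C then 30 min ambient, 125 s read | detection = Fluo-8 calcium dye fluorescence, ex 470-495, em 515-575 nm | benchmarks = high control carbachol 87 µM, low control DMSO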
# Tb hexokinase: blocks Trypanosoma brucei hexokinase 1 activity; recombinant TbHK1, G6PDH-coupled NADH A340; inhibition, % at 10 µM; 220,000 compounds, 0.11% hits; AID 1430;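 active means inhibition of 50% or more in the single-dose primary screen; inactive means inhibition below 50%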
# Furin inh: inhibitors of human furin; P09958; inhibition, % at 30 µM; 220,000 compounds, 0.061% hits; purified furin, fluorogenic substrate cleavage; in the data active means inhibition above about 25%; further: inactives centre near -15
# Target sequence (P09958 108-714 limits assumed): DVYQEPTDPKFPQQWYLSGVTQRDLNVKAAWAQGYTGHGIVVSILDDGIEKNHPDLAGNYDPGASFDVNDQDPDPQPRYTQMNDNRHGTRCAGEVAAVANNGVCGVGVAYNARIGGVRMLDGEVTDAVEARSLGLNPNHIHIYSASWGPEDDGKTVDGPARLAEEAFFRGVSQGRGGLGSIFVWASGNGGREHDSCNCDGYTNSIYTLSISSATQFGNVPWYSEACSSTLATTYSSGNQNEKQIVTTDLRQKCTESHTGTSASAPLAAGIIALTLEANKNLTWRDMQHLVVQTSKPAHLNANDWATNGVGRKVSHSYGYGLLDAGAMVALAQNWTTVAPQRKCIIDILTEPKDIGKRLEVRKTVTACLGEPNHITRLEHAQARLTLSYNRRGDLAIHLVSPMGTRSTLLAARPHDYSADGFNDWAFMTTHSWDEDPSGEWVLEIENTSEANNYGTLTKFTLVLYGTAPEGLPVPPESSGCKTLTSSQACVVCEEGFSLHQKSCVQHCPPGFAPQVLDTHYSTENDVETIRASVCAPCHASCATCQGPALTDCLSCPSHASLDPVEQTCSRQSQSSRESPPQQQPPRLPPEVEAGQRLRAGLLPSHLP
# Thrombin inh: thrombin (human) inhibition. P00734. alpha-thrombin, Boc-VPR-AMC fluorogenic substrate cleavage. inhibition, % at 5 µM. 220,000 compounds, 0.26% hits. AID 1046;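 active means inhibition at or above 40%; inactive means inhibition below 40%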;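 further: 0% = enzyme with no compound and 100% = wells without enzyme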
#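 signal = AMC fluorescence, 355/460 nm | material = human alpha-thrombin enzyme | control set = enzyme without compound as high, wells lacking enzyme as low | times = reaction at room temperature | read-out basis = percent inhibition scaled between no-compound controls and no-enzyme blanks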
# TRPN1 ag: agonists of zebrafish TRPN1 channel. HEK293 zebrafish TRPN1-YFP, Fluo-8 calcium fluorescence; 100% = response to 87 µM carbachol. activation, % at 3 µM. 220,000 compounds, 0.18% hits. AID 1424;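 active means activation above its plate's cutoff, the mean activation of test wells on that plate plus 3 SD, cut at about 19% in these data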;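 further: 0% = DMSO alone and 100% = 87 µM carbachol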
#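 System: zebrafish TRPN1-YFP in HEK293 cells / Dosing: 3 µM single point / Timing: dye loading 1 h at 37 °C, then 30 min room temperature / Signal: Fluo-8 calcium fluorescence, excitation 470-495 nm, emission 515-575 nm / Read-out basis: percent activation from peak over basal fluorescence ratio, control-normalized / Control set: high carbachol 87 µM, low DMSO alone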
# KCC2 mod: modulators of human KCC2 chloride dependent transport. Q9H2X9. KCC2 cells, thallium flux FluoZin-2 fluorescence. B-score of Tl+ flux slope (higher = more flux/activation; lower = inhibition) at 10 µM. 190,000 compounds, 2.2% hits. AID 1456;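 active means thallium flux slope and its plate-corrected score both differing from the plate sample mean at a set confidence after two filtering rounds, in either direction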;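 further: slope of fluorescence scaled to starting intensity during 10 to 20 s after thallium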
# m-calpain inh: inhibitors of pig calpain II | purified calpain II, fluorogenic peptide substrate, 30 min | inhibition, % at 16 µM | 220,000 compounds, 0.37% hits | AID 1236;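 active means inhibition above about 50%, limit read from the data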
# Starred values were filed as active, the others as inactive; . = not tested or not shown; [ ] = another dose, or the depositor's remark.
SMILES,EBV gp42 block,PPC-1+TRAIL kill,TRPML3 ag,Tb hexokinase,Furin inh,Thrombin inh,TRPN1 ag,KCC2 mod,m-calpain inh
CCCCc1c(C)nc2c(OC)cccc2c1SCC(=O)O,-13,6,-0.1,-21,-14,-6,-0.1,0.4,8
NCCNC[C@@H]1COC2(CCCCCCCCCCC2)O1,-13,3,1.4,5,-13,-11,1.8,0.77,3
Cc1sc2c(c1C)c(=O)n(-c1ccccc1)c(=O)n2CC(=O)NCC1CCCO1 (stereo not drawn),-7,22,0.4,8,-12,1,0.9,0.95,10
C/C(=N\NC(=S)Nc1cccc(C)c1)c1ccccc1,10,-21,-0.5,-2,-9[20 µM],-2,-0.7,7.4*,18
CN(CC(=O)Nc1ccc(F)cc1)C(=O)COc1ccc([N+](=O)[O-])cc1Cl,-17,-2,1.2,-3,-25,-2,1.4,-0.045,32
Cn1c(Cn2c(=O)sc3ccccc32)nnc1SCC(=O)N1CCOCC1,-6,12,-0.1,0,-30,3,0.9,0.49,-1
CC(NC(=O)COc1ccc(/C=N/NC(=O)C(=O)Nc2ccccc2Br)cc1)c1ccccc1 (stereo not drawn),6,13,0.6,-25,-20[20 µM],0,-1.5,.,-344
O=c1[nH]c(C2CCN(S(=O)(=O)c3ccccc3)CC2)nc2c1nnn2Cc1ccccc1,-10,10,-0.9,-3,-18,0,0.1,.,-92
C=CCn1c(=O)c2c(nc3n2CC(C)CN3c2cccc(OC)c2)n(C)c1=O (stereo not drawn),-19,-1,-1.2,-2,-29,-3,-2.0,-0.063,-9
COc1cccc(CNC23CC4CC(CC(C4)C2)C3)c1OCc1ccccc1,2,11,1.6,10,-6,-2,1.0,-0.45,21
COC(=O)CSc1nc2ccc(C)cc2[nH]1,-7,12,0.6,-1,-10[20 µM],1,-0.2,1.3,6
CCC(=O)Nc1nonc1-c1nc2ccccc2n1Cc1ccccc1,3,16,-0.7,5,-21[20 µM],4,-1.9,-0.038,3
CCNS(=O)(=O)c1ccc(CCC(=O)Nc2ccccc2)cc1,-9,-13,-0.2,1,-22,4,-0.1,-0.2,-22
C=CCSc1nnc(-c2cccnc2)o1,-10,-8,0.9,-3,-15,-4,-0.1,1.3,-13
Cc1ccc2nc(C)cc(C(=O)OCC(=O)c3ccc(Cl)c([N+](=O)[O-])c3)c2c1,-12,-19,-0.6,-1,-17[20 µM],-5,0.3,-1.4,-61
O=C(Cc1cccs1)N/N=C/C(Br)=C/c1ccccc1,-6,-2,0.1,-9,0[20 µM],3,-2.2,.,-46
CN1C(=O)c2ccccc2C(C(=O)NCCCN2CCCC2=O)C1c1c[nH]c2ccccc12 (stereo not drawn),-18,24,0.7,-9,-18[20 µM],1,3.2,.,-9
Cc1ccc(S(=O)(=O)Cn2nnnc2C(c2ccccc2)N2CCN(c3ccccc3)CC2)cc1 (stereo not drawn),7,7,-0.3,-4,-22[20 µM],-2,-0.8,-0.4,-36
CCC(C)NC(=O)CSc1c2c(nc3ccccc13)CCCC2 (stereo not drawn),-17,-1,-0.3,-4,-10,-2,-1.9,-0.9,10
Brc1cccc(-c2nnc(-c3ccccc3)o2)c1,-1,16,0.4,1,-16[20 µM],3,-1.4,-0.93,-8
CCCn1c(SCC(=O)Nc2nc(-c3ccc(OC)cc3)cs2)nc2c1c(=O)n(C)c(=O)n2C,-7,3,0.5,-9,-17,4,2.4,-0.39,5
CCN1C(=O)[C@@H]2[C@H](C1=O)[C@@H]1C[C@H]3C(=O)N(CC)C(=O)[C@H]3[C@@H]3C1=C(C(=O)N1C(=O)OC(=NCC4CC4)[C@]31C)[C@@H]2C,-19,-8,.,-9,-31,-7,.,-0.53,4
COc1cc(OC)c(N(C)S(=O)(=O)c2cccc(C(=O)NC3=NCCS3)c2)cc1Cl,-7,3,1.8,-15,-9,-4,5.1,-3.7,-19
CCOC(=O)c1cc(-c2ccc(C)cc2)n(CCC(=O)NC(C)CC)c1C (stereo not drawn),-8,17,-1.0,-9,-26[20 µM],3,-1.2,-0.6,-23
Cc1nn(CCS(=O)(=O)c2ccc(Cl)cc2)c(C)c1Br,-6,19,-1.3,1,-12,2,-1.4,-0.35,25
C=CCn1c(SC2CCOC2=O)nc2sc(CC)cc2c1=O (stereo not drawn),-18,18,-0.7,3,0[20 µM],3,0.1,-0.32,-20
NS(=O)(=O)c1ccc(-c2ccc(/C=C3\SC(=S)N(C4CCS(=O)(=O)C4)C3=O)o2)cc1 (stereo not drawn),-9,1,1.1,-4,-22,-3,1.7,0.071,-20
Cc1cc2c(c(=O)n1Cc1ccccn1)C(c1ccc3c(c1)OCO3)C(C#N)=C(N)O2 (stereo not drawn),2,12,0.1,2,-9,2,0.8,-0.13,18
COc1cc(NC(=O)Nc2ccc3c(c2)OCO3)cc(OC)c1OC,-16,7,1.7,0,-21,-5,0.2,-0.35,-24
Cc1ccc(Cn2c(-n3nc(C)cc3C)nc3c2c(=O)[nH]c(=O)n3C)cc1,-9,8,0.5,56*,1,-2,-0.3,-0.00033,37
FC(F)(F)c1cc(Oc2ccc(Cl)cc2)ncc1-c1nnc(-c2ccc(Cl)cc2)o1,1,-8,0.3,-6,-12,-5,-0.6,0.66,22
CC(C)c1ccccc1NC(=O)CCc1nc2ccccc2s1,-15,-4,-0.9,-17,-19,-6,-0.1,0.53,-47
CCC/S(CC1CC1(Cl)Cl)=N\S(=O)(=O)c1ccc(C)cc1 (stereo not drawn),-21,22,-0.1,-2,-7[20 µM],-1,-1.8,.,-14
CN(C)CCCC1(O)c2ccccc2C=Cc2ccccc21,-12,20,1.0,9,-18[20 µM],-2,1.3,0.018,-7
COc1cccc(CC2(CO)CCN(C(=O)NC3CCCCC3)CC2)c1,-7,21,1.6,-12,-15,-9,2.4,0.57,-12
CCCn1cnc2c(c1=O)c1nc3ccccc3nc1n2CCC1=CCCCC1,-19,-6,1.2,-12,-30,1,3.0,.,-66
CC(=O)N1CN(C2CCS(=O)(=O)C2)Cc2c1sc1c2CCCC1 (stereo not drawn),-20,17,0.9,1,-17,-2,1.4,-2.1,-1
COc1ccc(NC(=O)C2CCN(C(=O)c3ccccc3)CC2)cc1OC,-18,14,0.3,2,-5,-6,1.3,0.3,6
CCc1cc2c(=O)c(-c3nc4ccccc4n3C)c(C)oc2c(CN2CCN(CCO)CC2)c1O,-17,3,0.9,-29,-36,1,0.7,-0.27,-189
O=C(NC(=S)N1CCc2ccccc21)C1CCC1,-3,10,-0.4,-4,7,5,-1.0,14*,26
COc1ccc(N2C(=O)C3C4C=CC(C4)C3C2=O)c(OC)c1 (stereo not drawn),-18,-3,0.2,6,-9,4,0.0,0.18,5
CC(C)(C)NS(=O)(=O)c1ccc(-c2csnn2)s1,-119,19,0.5,11,-7[20 µM],1,2.9,1.3,13
Cc1cccc(OCCSc2ncnc3nc[nH]c23)c1,-1,13,0.7,2,-6[20 µM],4,0.4,-0.72,3
CCCC(C)NC(=O)CSCc1ccc(OC)cc1 (stereo not drawn),3,0,-0.1,-3,-3,0,-1.6,-0.14,10
Cc1cnnn1-c1ccc(C(=O)CCl)cc1,-6,23,0.4,1,-6[20 µM],-3,0.7,0.46,-11

# Whole records from above. Order of screens: EBV gp42 block	PPC-1+TRAIL kill	TRPML3 ag	Tb hexokinase	Furin inh	Thrombin inh	TRPN1 ag	KCC2 mod	m-calpain inh
# `CCc1cc2c(=O)c(-c3nc4ccccc4n3C)c(C)oc2c(CN2CCN(CCO)CC2)c1O` is listed with -17	3	0.9	-29	-36	1	0.7	-0.27	-189
# `O=C(NC(=S)N1CCc2ccccc21)C1CCC1` is listed with -3	10	-0.4	-4	7	5	-1.0	14*	26
# `CCCC(C)NC(=O)CSCc1ccc(OC)cc1` (stereo not drawn) is listed with 3	0	-0.1	-3	-3	0	-1.6	-0.14	10
# `CC(=O)N1CN(C2CCS(=O)(=O)C2)Cc2c1sc1c2CCCC1` (stereo not drawn) is listed with -20	17	0.9	1	-17	-2	1.4	-2.1	-1

# New compounds follow.
SMILES,EBV gp42 block,PPC-1+TRAIL kill,TRPML3 ag,Tb hexokinase,Furin inh,Thrombin inh,TRPN1 ag,KCC2 mod,m-calpain inh
O=C(NCc1ccccn1)c1cc2ccccn2n1,0,0,0.6,-17,-13,-5,0.0,0.61,12
NS(=O)(=O)c1cccc(NS(=O)(=O)c2ccc(/C=C/C(=O)O)cc2)c1,-14,-10,1.2,-12,-21,3,0.2,-0.022,0
O=C(CCNS(=O)(=O)c1ccccc1F)NCc1ccc2c(c1)OCO2,-3,7,-0.7,-12,2,-4,-0.4,0.8,-5
COc1ccc(NC(=O)Cn2c(=O)oc3ccccc32)cc1,3,7,0.6,-1,-21,-5,1.8,1.2,-6
CC(C)Cc1cc(C(=O)O)c2ccccc2n1,.,.,0.6,3,-13[20 µM],.,-0.5,0.17,.
CCn1ccnc1[C@@H]1C[C@H]2CN(Cc3ccccc3OC)C(=O)[C@]23CCCN13,-4,9,0.1,-4,-23,-4,0.3,0.33,-24
Cc1ccc(O)c(NC(=O)C2CC(c3ccc(F)cc3)=NO2)c1 (stereo not drawn),4,6,-1.3,2,-19,-1,-1.6,0.17,14
CC(=O)c1cccc(NC(=O)c2c(C)nn(-c3ccccc3)c2Cl)c1,7,18,1.1,3,-26,.,3.8,0.47,23
COc1cc([N+](=O)[O-])cc(/C=N/NC(=O)C(C)Nc2ccccc2C)c1O (stereo not drawn),-23,12,-1.5,-7,-23,6,-1.6,-0.65,-30
COc1ccc(-n2c(C)cc(C(=O)CCl)c2C)cc1,3,12,0.7,-2,-19,17,-1.0,-3.4,-4
CCc1c(C)nc2ncnn2c1N1CCC(C(=O)Nc2ccccc2)CC1,5,-13,-0.9,-1,-27,-6,0.2,0.075,-9
Cc1ccccc1-n1c(=O)c2ccccc2n(CC(=O)NCc2ccco2)c1=O,2,22,0.4,-7,-18,2,0.3,-2.1,-35
Cc1n[nH]c(=O)c2ccccc12,-1,-7,0.4,-8,-11,-6,0.5,1.8,-12
N#C/C(=C/c1ccc(F)cc1)S(=O)(=O)c1ccccc1,-12,7,-0.1,-6,-14,0,0.6,-0.038,3
Cc1onc(-c2ccccc2)c1CNS(=O)(=O)c1cccc(Cl)c1,-10,15,-1.5,11,-6,-2,-2.4,-2.2,29
Cc1ccc(-c2noc(-c3ccno3)n2)cc1,-11,5,0.2,0,-25,-4,-0.2,1.4,-19
Cc1ccc(-c2nnn(CC(=O)N(CC(=O)NC(C)C)c3cnc4ccccc4c3)n2)o1,19,8,0.2,10,-15,-7,0.0,.,27
Cc1c(N2C(=O)/C(=C\c3ccc(N(C)C)cc3)N(C)C2=S)c(=O)n(-c2ccccc2)n1C,-169,6,6.9,-10,3,-6,3.3,-1.7,20
CCOC(=O)c1c(NC(=O)c2c(C(=O)O)cccc2[N+](=O)[O-])sc(C)c1C,-14,-1,-0.8,-12,-26,0,0.8,0.088,-11

# Pulled one by one from the entries so far (2):
SMILES,EBV gp42 block,PPC-1+TRAIL kill,TRPML3 ag,Tb hexokinase,Furin inh,Thrombin inh,TRPN1 ag,KCC2 mod,m-calpain inh
Cc1ccc(-c2nnn(CC(=O)N(CC(=O)NC(C)C)c3cnc4ccccc4c3)n2)o1,19,8,0.2,10,-15,-7,0.0,.,27
Cc1c(N2C(=O)/C(=C\c3ccc(N(C)C)cc3)N(C)C2=S)c(=O)n(-c2ccccc2)n1C,-169,6,6.9,-10,3,-6,3.3,-1.7,20
